Source: PubChem BioAssay
GLP1R inv ag: GLP-1 receptor (human) inverse agonism; P43220; HEK293 GLP-1R CRE-luciferase, luminescence, 24 h; GLP-1R form is constitutively active; Potency, µM (top dose mostly 38.3 µM), for the others: at the top dose activity change, negative = inhibition, actives largely listed as inhibitors; hit rate 1.6% among 410,000; AID 624417; further: potency means the concentration at half of the fitted maximal effect; on the % scale 0 is the no-effect control and ±100 the full control effect; nearly all actives have a fitted effect of over 55% in size
Target sequence (P43220 whole entry, looked up): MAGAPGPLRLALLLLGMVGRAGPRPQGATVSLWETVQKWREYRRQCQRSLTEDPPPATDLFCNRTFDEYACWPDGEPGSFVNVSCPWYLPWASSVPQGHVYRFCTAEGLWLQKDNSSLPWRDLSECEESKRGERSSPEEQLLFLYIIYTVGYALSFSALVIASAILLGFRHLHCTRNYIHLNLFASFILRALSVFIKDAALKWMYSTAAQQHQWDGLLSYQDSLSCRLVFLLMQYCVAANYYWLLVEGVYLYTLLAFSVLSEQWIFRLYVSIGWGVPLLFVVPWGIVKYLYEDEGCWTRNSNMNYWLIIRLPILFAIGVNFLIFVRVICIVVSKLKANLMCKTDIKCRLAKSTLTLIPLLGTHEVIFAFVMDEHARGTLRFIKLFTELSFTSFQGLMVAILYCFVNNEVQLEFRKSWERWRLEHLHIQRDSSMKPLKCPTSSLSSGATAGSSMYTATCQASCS
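HEK293 cells stably co-expressing a cAMP-responsive luciferase reporter and constitutively active GLP-1R were seeded, incubated 12 h, then exposed to compounds for 24 h at 37 C. Luminescence was read 12 min after detection reagent; inverse agonists lower signal.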
PTHR1 agonist: PTHR1 (human) receptor agonism. HEK293 GP2 PTHR1 cells, GloSensor cAMP luminescence, 1 h. hit rate 0.075% among 410,000. Potency, µM (series often up to 115 µM), for the others: at the top dose activation, usual class: activators. Q03431; further: potency means the concentration at half of the fitted maximal effect; nearly all actives have a fitted effect of over 55% in size; some results filed as inactive show a strong effect at the top dose; inactives centre near -15; many of its hits are not listed in these tables
Target sequence (Q03431 whole entry, looked up): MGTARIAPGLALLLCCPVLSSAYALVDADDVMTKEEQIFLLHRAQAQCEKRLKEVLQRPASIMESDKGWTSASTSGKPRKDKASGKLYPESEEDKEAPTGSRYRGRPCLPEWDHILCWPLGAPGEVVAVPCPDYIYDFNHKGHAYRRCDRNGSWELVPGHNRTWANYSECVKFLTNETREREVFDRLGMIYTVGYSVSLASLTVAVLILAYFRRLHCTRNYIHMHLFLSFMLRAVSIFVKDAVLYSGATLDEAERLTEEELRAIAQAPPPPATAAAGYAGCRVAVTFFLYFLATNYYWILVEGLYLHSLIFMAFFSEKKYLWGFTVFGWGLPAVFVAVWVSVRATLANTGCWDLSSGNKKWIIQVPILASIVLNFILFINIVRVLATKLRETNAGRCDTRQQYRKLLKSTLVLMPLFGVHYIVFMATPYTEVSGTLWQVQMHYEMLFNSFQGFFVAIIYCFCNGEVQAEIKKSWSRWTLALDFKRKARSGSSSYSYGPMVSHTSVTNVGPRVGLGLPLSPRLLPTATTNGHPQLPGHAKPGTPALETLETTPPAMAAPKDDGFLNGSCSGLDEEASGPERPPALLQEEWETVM
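HEK-293-derived GP2 cells expressing PTHR1 and a GloSensor cAMP reporter, 3,000/well, plated overnight, given luciferin plus IBMX (each 0.5 mM as added) for 1 h at 37 °C, then compound for 1 h at 37 °C. Luminescence was read after 15 min at room temperature.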
HEK293 tox: cytotoxicity counter-screen for GLP-1 receptor inverse agonists. HEK293 cAMP-luciferase reporter cells, luminescence, 24 h. Potency, µM (titrated, usually from 38.3 µM), inactives show at the top dose activity change, negative = inhibition, hits mostly inhibitors. hit rate 0.13% among 410,000. AID 624418;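 further: loss of luciferase light is scored as toxicity; potency means the concentration at half of the fitted maximal effect; on the % scale 0 is the no-effect control and ±100 the full control effect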
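1536-well qHTS counterscreen of the MLSMR; 200 cells/uL, 12 h pre-incubation, 23 nL cpd, 24 h at 37 deg C 5% CO2, luciferase detection reagent, 12 min RT, luminescence. Inhibition = undesired.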
GLP1R ag: agonists of human GLP-1 receptor | hit rate 0.007% among 380,000 | Potency, µM (top dose mostly 45.6 µM), without a hit: at the top dose activation, usual class: activators | P43220 | HEK293 GLP-1R CRE-luciferase, luminescence, 4-6 h; cells express a hypersensitive GLP-1R form; further: potency means the concentration at half of the fitted maximal effect; % of control where 0% means no effect
KB-V1 cytotox: KB-V1 MDR subline cytotoxicity | KB-V1 MDR cells viability, CellTiter-Glo, 72 h | hit rate 3.4% among 400,000 | Potency, µM (titrated, usually from 46.1 µM), for the others: top-dose activity change, negative = cytotoxicity, most hits filed as cytotoxic; further: potency means the concentration at half of the fitted maximal effect; on the % scale 0 is the no-effect control and ±100 the full control effect; nearly all actives have a fitted effect of over 60% in size
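Cells of the MDR subline KB-V1 are plated, dosed with compound at multiple concentrations, and incubated 72 h at 37 degrees C; CellTiter-Glo is then added and luminescence read after 10 min.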
DRD3 agonist: D3 dopamine receptor (human) agonism | D3R DiscoveRx beta-arrestin cells, luminescence, 90 min | hit rate 0.58% among 410,000 | P35462 | AID 652048 | max activation, %; in the data active means max activation above about 30%; further: 0% is about no effect; mostly tested at two doses, the higher about 12 µM
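Agonist mode: compounds and dopamine controls were applied to plated cells for 90 min at 37 degrees C after an overnight attachment at 1500 cells/well. Luminescent read-out followed 30 - 60 minutes at room temperature with DiscoveRx detection reagent.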
aSyn rescue: alpha-synuclein toxicity inhibition in yeast; Yeast expressing alpha-synuclein, growth rescue, BacTiter-Glo, 24 h; Potency, µM (doses to about 46.1 µM), without a hit: top-dose growth rescue (activation), usual class: activators; hit rate 0.14% among 370,000; AID 652106; further: potency means the concentration at half of the fitted maximal effect; % of control where 0% means no effect; nearly all actives have a fitted effect of over 65% in size
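Galactose-induced alpha-syn yeast (OD600=0.02, raffinose-pregrown) + pinned cpd, 24 hr, 30 deg C; growth by BacTiter-Glo luminescence. Growth restoration scores as activation.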
TDP-43 yeast inh: rescues yeast growth from TDP-43 toxicity. TDP-43 expressing yeast growth rescue, BacTiter-Glo, 24 h. Potency, µM (top dose mostly 46.1 µM), for the others: at the top dose growth rescue (activation), usual class: activators. hit rate 1.8% among 410,000; further: potency means the concentration at half of the fitted maximal effect; % of control where 0% means no effect; nearly all actives have a fitted effect of over 50% in size
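Yeast expressing TDP-43 (pregrown in raffinose, seeded at OD600=0.02 in galactose medium) exposed to compounds 24 hr at 30 deg C. Growth read by BacTiter-Glo luminescence; rescue of toxicity appears as increased signal.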
DRD3 antagonist: blocks the human D3 dopamine receptor; D3R cells, DiscoveRx beta-arrestin luminescence, antagonist mode; stronger effect = lower value; max response, negative = inhibition, %; hit rate 2.5% among 360,000; AID 652054; in the data active means max response below about -50%; inconclusive means no clear call, values can overlap the other calls; further: on the % scale 0 is the no-effect control and ±100 the full control effect; mostly tested at two doses, the higher about 12 µM
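Cells plated overnight at 1500 cells/well, then exposed to library compounds with dopamine controls for 90 minutes at 37 degrees C. DiscoveRx reagent added for 30–60 minutes at room temperature; luminescence read, quantitative HTS format.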
The depositor's hits bear a star; i = inactive; ? = inconclusive; . = not tested or not shown; & = joins results of further samples; [ ] = another dose, or the depositor's remark. Unless noted, the call rests on the fitted dose curve; in most records, active means well fitted curve in the direction sought with a large enough effect; inconclusive means small, poorly fitted or top-dose-only effect, or another doubt; inactive means no such curve, though single readings can be large; an effect the other way counts as inactive or inconclusive. These rows are one share of the data. The share of hits here may be higher or lower than overall.

Compound,GLP1R inv ag,PTHR1 agonist,HEK293 tox,GLP1R ag,KB-V1 cytotox,DRD3 agonist,aSyn rescue,TDP-43 yeast inh,DRD3 antagonist
COCCN(C(=O)c1csnn1)C(C(=O)NC1CCCC1)c1ccc(C)cc1 (stereo not drawn),-15%,i,-2%,9%,-5%,9,-1%,-1%,2
CCCCCNC(=O)CCc1ccccc1,45%[activator],-21%,11%,-7%,22%,-5,-7%,0%,-4
O=C(CSc1nnc(-c2cccnc2)o1)c1cc2ccccc2oc1=O,2%,i,6%,-19%,?,-3,7%,18%,21
COc1ccc(-c2noc(=O)n2Cc2ccccc2F)cc1,-19%,-45%[inhibitor],6%,11%,15%,-4,6%,13µM*,-21
O=C(c1cscn1)N1CCCC(N2CCN(c3ccc(F)cc3)CC2)C1 (stereo not drawn),0%,i,-3%,-2%,?,-1,5%,19%,-1
COc1ccc(N2CCN(C(=S)Nc3cc(C)cc(C)c3)CC2)cc1,-7%,-2%[57.5 µM],-9%,-9%,-4%,-4,-10%,-8%,4
Cc1ccc(S(=O)(=O)N(C)C)cc1-n1c(SCC(=O)Nc2ccc(F)cc2)nc2ccccc2c1=O,-15%,-38%[inhibitor],-20%,0%,1%,12,10%,2%,-1
CCCOc1ccc(/C=C/C(=O)NCc2ccccc2)cc1,?,i,8%[1.53 µM],1%,?,-14,4%,?,-21
Cc1ccc(-n2c(CNc3ccc(F)cc3)nnc2SCC(=O)N2CCCC2)cc1,0%,3%,4%,3%,-12%,-2,0%,0%,9
O=C(NCc1ccccc1)C1=C[C@@H](c2csc3ccccc23)C[C@@H](OCc2ccc(CO)cc2)O1,8.9µM*,-20%,-6%,-1%,21µM*,12,6%,11%,8
C[C@@H]1[C@H](c2ccccc2)Oc2ccc(Cl)cc2S(=O)(=O)N1CC1CCCN1C(=O)OC(C)(C)C (stereo partly drawn),?,i,-13%,-1%,-6%,12,-33%[inhibitor],14%,55
O=C(c1cc2cc(Br)ccc2o1)N1CCN(c2ccccc2)CC1,2%,-14%,7%,-2%,.,5,0%,11%,5
CCOc1cc(CNCC2CCCO2)cc(Br)c1OCC(N)=O (stereo not drawn),68%[activator],i,4%,-7%,-5%,0,-3%,30%,-19
CC(C)NC(=O)C(=O)Nc1cc2c3c(c1)C(C)C(=O)N3CCC2 (stereo not drawn),22%,i,-16%,-1%,-6%,5,4%,0%,-3
O=C(CCc1nc2ccccc2c(=O)[nH]1)N1CCN(S(=O)(=O)c2cccc(F)c2)CC1,-2%,-6%,0%,26%,9%,-14,3%,9%,4
COC(=O)[C@@]12C[C@@H](CC(=O)NCC34CC5CC(CC(C5)C3)C4)C(=O)N(Cc3cccc4ccccc34)C1=CCC(C)(C)C2,-38%,-36%[inhibitor],0%,.,-28%,-7,3%,22%,2
O=C(COC(=O)c1ccc(O)cc1O)c1ccc2c(c1)OCO2,3%,-42%[inhibitor],6%,6%,.,-2,-7%,6%,-9
CC(=O)Nc1ccc(S(=O)(=O)N(C)CC(=O)OCC(=O)N2CCN(C(=O)c3ccco3)CC2)cc1,45%[activator],-10%,-4%,3%,15%,-3,3%,-20%,7
Cc1ccc(C(=O)NCC(=O)N/N=C/c2sccc2C)cc1[N+](=O)[O-],-2%,-32%,-1%,6%,-16%,-5,-6%,-2%,-2
COc1ccc(NC(=O)CCc2ccccc2)cc1NC(=O)c1ccco1,-14%,i,-20%,-5%,7.3µM*,-6,3%,-2%,-25
CC(C(=O)Nc1cccc(S(=O)(=O)N2CCOCC2)c1)N1CCN(C)CC1 (stereo not drawn),3%,-18%,-11%,-10%,.,-5,-1%,18%,3
COC(=O)C1=C(C)N=C2SC(C#N)=C(N)N2C1c1cc(OC)c(OC)c(OC)c1 (stereo not drawn),-13%,i,37%[activator],27%,6%,-2,-1%,6%,0
CNC(=O)C1CC(=O)N(c2ccc(OCC(=O)Nc3ccccc3C)cc2)C1 (stereo not drawn),12%,i,2%,-1%,8%,-2,7%,2%,8
CCn1c(SCC(=O)N2CCc3ccccc3C2)nc2sc(C)c(C)c2c1=O,23%,i,1%,-3%,-13%,1,6%,1%,31
CCCCOC(=O)Nc1cccc(Cl)c1C,0%,-24%,9%,6%,5%,8,3%,-5%,16
Nc1sc2c(c1C(=O)c1ccccc1)CCCC2,18%,i,-9%,0%,?,4,7%,19%,-7
COCCCNC(=O)[C@H]1N2C(=O)c3ccccc3C2SC1(C)C (stereo partly drawn),-7%,i,-5%,3%,7%,1,5%,-10%,-1
CCCn1c(SCC(=O)Nc2cccc(C(=O)OC)c2)nnc1-c1cccnc1,15%,-52%[inhibitor],1%,0%,-27%,-6,-4%,5%,-11
COc1ccc2nc(N(Cc3cccnc3)C(=O)CCc3ccccc3)sc2c1,?,-54%[inhibitor],-19%,.,.,-1,.,25%,.
COc1ccc(-c2noc(CCC(=O)NCc3cc(Br)ccc3OC)n2)cc1,-10%,-29%,-5%,8%,?,-2,-1%,-3%,2
Cc1ccc(S(=O)(=O)/N=C(/Nc2nc(C)cs2)c2ccccc2)cc1,-28%,-11%,4%,8%,2%,-1,-7%,8%,-5
CC(CCc1ccccc1)NC(=O)c1nnc(Cc2ccc(Cl)cc2)o1 (stereo not drawn),?,-6%,3%,-3%,-17%,-7,27%,22µM*,-25
Cc1nn(-c2ccc(N3CCOCC3)nn2)c(C)c1CCC(=O)NCc1ccccc1F,3%&13%,-24%,3%&1%,-3%,-9%&8%,3&5,-3%,-14%&24%,8
Cc1onc(-c2ccccc2)c1C(=O)N=C(N)c1ccc(C(F)(F)F)cc1,-27%,i,7%,7%,6%,6,2%,-7%,2
Cc1c(NC(=O)c2ncn[nH]2)cccc1-c1nc2ccccc2s1,0%,i,12%,12%,12%,-6,-4%,11%,?
COc1cccc(CN(C)C(=O)CSCC(=O)Nc2ccc(C)cc2)c1OC,-29%,-16%,11%,4%,?,-5,-1%,24%,-26
CCOc1cc(S(=O)(=O)N2CCC(Cc3ccccc3)CC2)c(OCC)cc1-n1cnnn1,?,?,4%,5%,-9%,-7,-12%,-38%[inhibitor],-25
Cc1cccc(C)c1NC(=O)CSc1nnc(NC(=O)C2CC2)s1,6%,-21%,-3%,1%,-4%,2,7%,-6%,12
CCOc1ccc(CCNC(=O)CSc2n[nH]c(N)n2)cc1OCC,61%[activator],3%,19%,1%,.,-3,0%,19%,-21
CC(=O)Nc1cccc(NC=C(C#N)C#N)c1,-9%,-3%,3%,3%,7%,-3,0%,0%,7
O=C(CCS(=O)(=O)c1cccs1)Nc1ccc(C(=O)NCc2ccc(F)cc2)cc1,-5%,-10%,-1%,-14%,4%,-2,-3%,2%,-7
CC(C)C(=O)N1CCN(c2ccc([N+](=O)[O-])cc2Cl)CC1,30%[activator],-19%,0%,-5%,21µM*,19,-9%,?,11
O=C(CCCCC(=O)NN=Cc1ccccc1O)NN=Cc1ccccc1O,5%,-13%,-5%,6%,-2%,4,5%,-8%,23
Cc1ccc2c(c1)N(CC(=O)NCC(C)c1ccccc1)C(=O)c1cccnc1O2 (stereo not drawn),0%,-15%,3%,18%,-2%,-9,0%,13%,7
Cc1ccc(C(=O)OC(C)C(=O)c2cc(C)c(C)cc2C)o1 (stereo not drawn),?,i,2%,10%,16%,-1,-2%,1%,10
CCCCNc1nc2ccccc2nc1NS(=O)(=O)c1cccs1,-8%,?,9%,1%,-4%,2,-3%,-21%,?
Cc1ccc(OCC(=O)Nc2ccc3nc(SCCOc4ccccc4)sc3c2)cc1,-14%,-75%[inhibitor],-5%,.,17%,-14,.,-12%,.
CN(C)CCN(C(=O)c1ccc(C(=O)c2ccccc2)cc1)c1nc2cc3c(cc2s1)OCO3,-7%,-77%[inhibitor],23%,1%,-5%,-43,-2%,-11%,-21
Cc1noc(C)c1S(=O)(=O)NC(=O)C1(C)CCN1C(=O)c1ccc(C2CCCCC2)cc1 (stereo not drawn),9%,-14%,1%,6%,2%,2,-9%,7%,7
Cc1cc(C)c2c(N)c(C(=O)Nc3ccc([N+](=O)[O-])cc3)sc2n1,24%,-14%,4%,11%,22%,-2,-3%,13%,-7

Additional records:
Compound,GLP1R inv ag,PTHR1 agonist,HEK293 tox,GLP1R ag,KB-V1 cytotox,DRD3 agonist,aSyn rescue,TDP-43 yeast inh,DRD3 antagonist
O=C(NCC(=O)N1CCN(C(=O)c2ccccc2)CC1)c1ccc(Cl)cc1Cl,-7%,-30%,-6%,3%,-21%,5,-2%,8%,-2
CC1(C(=O)NS(=O)(=O)c2ccc(C#N)cc2)CCN1C(=O)Cc1cccc2ccccc12 (stereo not drawn),27%,i,0%,-5%,6%,5,2%,23%,34
COc1ccccc1NC(=O)C(C)OC(=O)CCCN=C1NS(=O)(=O)c2ccccc21 (stereo not drawn),-3%,-8%,-6%,31%,-19%,-19,0%,0%,2
Cc1nn(C)c(C)c1S(=O)(=O)NC1CCCC1,17%,-7%,18%,-4%,0%,-3,-1%,-4%,-10
CC(=O)Nc1ccc(C(=O)NNC(=O)c2ccc(Cl)cc2)cc1,17%,-4%,-23%,-3%,?,5,0%,11%,-1
